M5 PAM: potentiates acetylcholine response at human M5 receptor; CHO-K1 hM5, Fluo-8 calcium, ACh EC20 PAM; 0% = ACh EC20, 100% = ACh EC100; activation, % at 3 µM; 360,000 tested, 0.3% active; AID 624038;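 active = activation above the run cutoff, the mean activation of all test compounds plus 3 SD, cut at about 18% in these data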
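Assay system: CHO-K1 hM5 cells. Also added: acetylcholine at EC20 concentration, added after compound. Dosing: 3 µM, single dose. Times: compound preincubation 140 s before EC20 acetylcholine addition. Signal: Fluo-8 calcium fluorescence. Measure: % activation relative to EC20 and EC100 ACh responses. Repeats: singlicate, one well per test compound.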
CRFR2-BP ag: agonists of human CRF-binding protein/CRF-R2 receptor complex. 350,000 tested, 0.46% active. activation, % at 13.2 µM. HEK293 CRF-R2/CRF-BP, calcium dye fluorescence (FLIPR); percent of saturating CRF peptide response. AID 588473;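 active = activation of at least 50%, plus an integration ratio under a set limit after plate pattern correction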;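 note: plate controls were neutral control wells without compound for no effect and CRF at EC100 for full effect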
M5 antag: antagonists of human muscarinic M5 receptor (CHRM5); inhibition, % at 3 µM; AID 624040; 360,000 tested, 0.59% active; CHO-hM5 cells, Fluo-8 calcium fluorescence, ACh EC80; P08912;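 active = inhibition above a per-plate cutoff, the mean of that plate's test compounds plus 3 SD, cut at about 27% in these data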;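 note: 0% = acetylcholine EC80 with DMSO and 100% = DMSO without agonist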
M4 PAM: CHRM4 positive allosteric modulation; CHO-K1 hM4/Gqi5, Fluo-8 calcium fluorescence, ACh EC20; 0% = ACh EC20, 100% = maximal ACh; activation, % at 3 µM; 360,000 tested, 0.4% active; AID 624126;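 active = activation above its plate's cutoff, the mean activation of sample wells plus 3 SD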; note: some results filed as inactive read as strong as hits
CHRM5 agonist: agonists of human muscarinic M5 receptor (CHRM5) | CHO-K1 hM5 cells, Fluo-8 calcium fluorescence; 0% DMSO wells, 100% maximal acetylcholine response | AID 624037 | 360,000 tested, 0.19% active | P08912 | activation, % at 3 µM;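 active = activation above the run's mean over test compounds plus 3 SD, cut at about 23% in these data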;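 note: signal is peak over basal fluorescence ratio across the kinetic read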
CHRM4 antagonist: antagonists of human muscarinic M4 receptor (CHRM4). P08173. CHO-hM4 cells, ACh EC80, Fluo-8 calcium fluorescence. inhibition, % at 3 µM. 360,000 tested, 0.73% active. AID 624125;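 active = inhibition above its plate's cutoff, the mean inhibition of sample wells plus 3 SD, cut at about 27% in these data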;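 note: 0% = acetylcholine EC80 with DMSO and 100% = DMSO without agonist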
CRFBP-R2 block: CRF-BP/CRF-R2 complex antagonism; inhibition, % at 11.8 µM; HEK293 CRF-R2/CRF-BP, CRF-induced calcium fluorescence; 350,000 tested, 0.59% active; AID 588475;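 active = inhibition of the ligand-induced calcium signal above about 50% at the single tested concentration, limit read from the data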
M4 ag: CHRM4 agonism in calcium assay. CHO-K1 hM4/Gqi5, Fluo-8 calcium fluorescence; vehicle 0%, full acetylcholine response 100%. AID 624127. 360,000 tested, 0.14% active. P08173. activation, % at 3 µM;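 active = activation above the run mean over all test wells plus 3 SD, cut at about 32% in these data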;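 note: peak over basal fluorescence ratio per well then scaled between controls; 0% = DMSO wells and 100% = acetylcholine at EC100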
IDE cell inh: inhibits human insulin-degrading enzyme in HEK cells; P14735; FAbetaB cleavage, fluorescence polarization; inhibition, % at 5.59 µM; 320,000 tested, 0.41% active;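 active = percent inhibition above the average of all tested compounds plus 3 SD, set per screening campaign, cut at about 16% in these data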;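 note: IDE supplied by intact live HEK cells; FP after avidin binding of uncleaved biotin substrate so inhibition keeps polarization high; 0% = DMSO wells and 100% = 60 µM reference IDE inhibitor Ii1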
Target sequence (P14735 whole entry, looked up): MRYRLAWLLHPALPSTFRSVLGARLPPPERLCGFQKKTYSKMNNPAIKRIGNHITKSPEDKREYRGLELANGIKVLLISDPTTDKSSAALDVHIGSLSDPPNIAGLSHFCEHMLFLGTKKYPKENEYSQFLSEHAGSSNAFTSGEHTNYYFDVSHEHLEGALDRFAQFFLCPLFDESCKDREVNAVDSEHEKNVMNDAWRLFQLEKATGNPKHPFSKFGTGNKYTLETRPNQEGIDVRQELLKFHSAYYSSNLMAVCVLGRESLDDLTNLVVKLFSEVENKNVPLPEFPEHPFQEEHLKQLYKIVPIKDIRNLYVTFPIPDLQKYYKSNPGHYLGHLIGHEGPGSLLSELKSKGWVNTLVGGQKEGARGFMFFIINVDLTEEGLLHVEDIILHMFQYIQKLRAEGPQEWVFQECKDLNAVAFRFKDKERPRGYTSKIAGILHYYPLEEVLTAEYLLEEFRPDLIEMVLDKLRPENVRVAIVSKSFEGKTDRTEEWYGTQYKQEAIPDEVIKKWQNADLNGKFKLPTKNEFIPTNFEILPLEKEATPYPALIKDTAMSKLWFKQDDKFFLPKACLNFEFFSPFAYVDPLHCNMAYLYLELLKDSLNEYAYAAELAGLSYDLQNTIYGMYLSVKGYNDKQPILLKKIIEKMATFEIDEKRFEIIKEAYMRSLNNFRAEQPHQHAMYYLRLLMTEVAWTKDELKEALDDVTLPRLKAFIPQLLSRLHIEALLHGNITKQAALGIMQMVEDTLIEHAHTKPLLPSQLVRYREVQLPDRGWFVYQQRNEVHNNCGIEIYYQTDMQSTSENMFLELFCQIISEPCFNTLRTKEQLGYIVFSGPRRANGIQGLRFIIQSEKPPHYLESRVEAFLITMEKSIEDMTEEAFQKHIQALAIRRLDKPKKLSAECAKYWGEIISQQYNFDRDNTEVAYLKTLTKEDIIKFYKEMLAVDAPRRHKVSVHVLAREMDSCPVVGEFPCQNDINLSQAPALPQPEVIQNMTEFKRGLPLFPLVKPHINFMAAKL
Starred values were filed as active, the others as inactive; · = not tested or not shown.

SMILES	M5 PAM	CRFR2-BP ag	M5 antag	M4 PAM	CHRM5 agonist	CHRM4 antagonist	CRFBP-R2 block	M4 ag	IDE cell inh
CC(=O)c1cccc(NC(=O)Nc2csc3c2CCCC3)c1	-12	1.3	8	-5	2	-6	-32	8	5
COc1ccccc1CNC(=S)NCc1ccc(F)cc1	0	0.0	11	-4	-5	-2	6	2	-2
CCC1(CC)NC(=O)N(CC(=O)Nc2ccc(-n3cnnn3)cc2)C1=O	3	-0.6	12	13	2	-3	-6	1	-3
O=c1cc(-c2ccc(Cl)cc2)nc(N2CCN(c3ccccc3)CC2)[nH]1	-2	0.5	4	-1	0	8	-11	1	7
CN(C)C(=O)Oc1ccc[n+](C)c1	-4	-1.1	-2	4	4	-14	-28	1	2
Cc1ccc(C)c(OCC(=O)Nc2nc3ccc([N+](=O)[O-])cc3s2)c1C	-1	-0.2	12	5	-2	-15	-14	1	-2
O=C(/C=C/c1ccc(S(=O)(=O)NCc2ccco2)cc1)NCc1ccccc1Cl	-8	0.2	5	4	-7	8	-1	3	5
C=CCNC(=O)c1cc2c(=O)n3cccc(C)c3nc2s1	0	-3.0	-8	4	-3	-18	9	1	-1
C=CCn1c(SCC(=O)Nc2sc(C)c(C)c2C(=O)OCC)nnc1-c1sc(N)nc1C	9	1.2	11	17	-5	-3	-27	-2	0
COC(=O)c1ccc2c(=O)n3c(nc2c1)SCC(c1ccccc1)=N3	-6	-1.3	2	2	5	-2	-7	0	1
Cc1cccc(C(=O)NNC(=O)c2ccc(-c3ccccc3)cc2)c1	-4	-1.3	4	0	3	-5	44	1	0
CC(C)(C)CC(=O)Nc1cccc2c1CCCC2	-2	0.9	5	5	-10	-2	9	0	-9
CSCc1c(C(=O)NCCc2ccccn2)oc2ccccc12	-3	-1.1	-4	-1	-2	-4	-9	2	1
COc1cccc2sc(=NC(=O)CS(=O)(=O)c3ccccc3)n(C)c12	2	1.7	2	-1	0	3	-12	1	·
N/C(CS(=O)(=O)c1ccccc1)=N\OC(=O)c1ccc(F)cc1	-5	-0.7	15	-5	-4	1	7	1	7
Cc1ccccc1OCC(=O)Nc1ccc2c(c1)COC2=O	-5	0.2	6	-5	-1	-1	17	2	-1
Cn1cc(Cl)c(C(=O)NC2CCCCCC2)n1	4	-3.8	-4	2	3	2	26	-1	6
COc1ccc(C(=O)Nc2cccc(/C=C(/CCC(=O)O)c3nc4ccccc4s3)c2)cc1	-24	-1.7	16	-5	1	5	2	13	·
O=C(NCc1ccc(OC(F)(F)F)cc1)c1cccc2c1C(=O)c1ccc(N3CCC(Cc4ccccc4)CC3)cc1S2(=O)=O	3	63*	11	-1	1	3	-29	1	3
Cc1ccc(OCC(=O)Nc2ccc(NC(=O)c3ccco3)cc2)c(C)c1	-7	1.9	11	-8	-2	-1	-18	3	9
CC1(NC(=O)Cc2c(F)cccc2Cl)CCS(=O)(=O)C1 (stereo unspecified)	-5	1.0	9	-2	-2	13	-6	0	0
O=C(NC1CCCC1)c1ccc(Br)c(S(=O)(=O)N2CCCCC2)c1	-1	-0.2	10	2	-1	0	-32	1	1
C=CCOC(=O)C1=C(C)NC(=O)NC1c1ccc(O)cc1 (stereo unspecified)	0	-0.6	0	-1	0	-18	9	0	·
Cc1noc(C)c1C(=O)Nc1nc(C23CC4CC(CC(C4)C2)C3)cs1	-3	-3.1	2	-9	-1	7	-29	2	-1
CCCCCN1CC(=O)N2C(C)c3[nH]c4ccccc4c3C[C@H]2C1=O (stereo partly specified)	-8	-2.8	22	-11	0	2	-5	19	4
CC1=[N+](C)N(c2ccccc2)C(=O)C1N=Cc1ccc(Cl)cc1 (stereo unspecified)	4	-2.3	-6	11	-3	-14	2	0	-1
CCCCn1nnnc1SCC(=O)Nc1ccc2c(c1)OCO2	-12	-2.8	9	-4	-12	-12	-28	1	3
O=C(NC1CCSc2ccccc21)c1cc(S(=O)(=O)N2CCOCC2)ccc1F (stereo unspecified)	-3	-0.6	1	-6	-3	8	14	8	2

Part of the list above in another layout:
O=C(NC1CCSc2ccccc21)c1cc(S(=O)(=O)N2CCOCC2)ccc1F (stereo unspecified)
  M5 PAM: -3
  CRFR2-BP ag: -0.6
  M5 antag: 1
  M4 PAM: -6
  CHRM5 agonist: -3
  CHRM4 antagonist: 8
  CRFBP-R2 block: 14
  M4 ag: 8
  IDE cell inh: 2
Cc1cccc(C(=O)NNC(=O)c2ccc(-c3ccccc3)cc2)c1
  M5 PAM: -4
  CRFR2-BP ag: -1.3
  M5 antag: 4
  M4 PAM: 0
  CHRM5 agonist: 3
  CHRM4 antagonist: -5
  CRFBP-R2 block: 44
  M4 ag: 1
  IDE cell inh: 0
CC(=O)c1cccc(NC(=O)Nc2csc3c2CCCC3)c1
  M5 PAM: -12
  CRFR2-BP ag: 1.3
  M5 antag: 8
  M4 PAM: -5
  CHRM5 agonist: 2
  CHRM4 antagonist: -6
  CRFBP-R2 block: -32
  M4 ag: 8
  IDE cell inh: 5
O=C(NC1CCCC1)c1ccc(Br)c(S(=O)(=O)N2CCCCC2)c1
  M5 PAM: -1
  CRFR2-BP ag: -0.2
  M5 antag: 10
  M4 PAM: 2
  CHRM5 agonist: -1
  CHRM4 antagonist: 0
  CRFBP-R2 block: -32
  M4 ag: 1
  IDE cell inh: 1

A second format for two compounds above.
The line under a structure holds: M5 PAM | CRFR2-BP ag | M5 antag | M4 PAM | CHRM5 agonist | CHRM4 antagonist | CRFBP-R2 block | M4 ag | IDE cell inh
O=C(/C=C/c1ccc(S(=O)(=O)NCc2ccco2)cc1)NCc1ccccc1Cl
→ -8 | 0.2 | 5 | 4 | -7 | 8 | -1 | 3 | 5
C=CCn1c(SCC(=O)Nc2sc(C)c(C)c2C(=O)OCC)nnc1-c1sc(N)nc1C
→ 9 | 1.2 | 11 | 17 | -5 | -3 | -27 | -2 | 0

Structural class, the entries above with an aryl methoxy group (three)
SMILES	M5 PAM	CRFR2-BP ag	M5 antag	M4 PAM	CHRM5 agonist	CHRM4 antagonist	CRFBP-R2 block	M4 ag	IDE cell inh
COc1ccccc1CNC(=S)NCc1ccc(F)cc1	0	0.0	11	-4	-5	-2	6	2	-2
COc1cccc2sc(=NC(=O)CS(=O)(=O)c3ccccc3)n(C)c12	2	1.7	2	-1	0	3	-12	1	·
COc1ccc(C(=O)Nc2cccc(/C=C(/CCC(=O)O)c3nc4ccccc4s3)c2)cc1	-24	-1.7	16	-5	1	5	2	13	·

Screening data (PubChem BioAssay)
